Screens as filed in PubChem BioAssay.
FadD28 FP inh: inhibitors of FadD28 bisubstrate probe binding, primary screen, biochemical, fluorescence polarization, single point; Mycobacterium tuberculosis FadD28 fatty-acid-AMP ligase; 0.22% of 360,000 active; inhibition, % at 12.5 µM; in the data active means inhibition above about 8.5%, passing the limit was not always enough; inconclusive means no clear call, values can overlap the other calls
Mtb UGM inh: M. tuberculosis UGM enzyme inhibitors, primary screen, biochemical, fluorescence polarization, single point. purified UGM, fluorescence polarization probe displacement. 0.06% of 320,000 active. UDP-galactopyranose mutase (Mycobacterium tuberculosis (strain ATCC 25618 / H37Rv)), …. inhibition, % at 10 µM; in the data active means inhibition above about 10%, passing the limit was not always enough; inconclusive means no clear call, values can overlap the other calls
Target sequence (P9WIQ1 whole entry, looked up): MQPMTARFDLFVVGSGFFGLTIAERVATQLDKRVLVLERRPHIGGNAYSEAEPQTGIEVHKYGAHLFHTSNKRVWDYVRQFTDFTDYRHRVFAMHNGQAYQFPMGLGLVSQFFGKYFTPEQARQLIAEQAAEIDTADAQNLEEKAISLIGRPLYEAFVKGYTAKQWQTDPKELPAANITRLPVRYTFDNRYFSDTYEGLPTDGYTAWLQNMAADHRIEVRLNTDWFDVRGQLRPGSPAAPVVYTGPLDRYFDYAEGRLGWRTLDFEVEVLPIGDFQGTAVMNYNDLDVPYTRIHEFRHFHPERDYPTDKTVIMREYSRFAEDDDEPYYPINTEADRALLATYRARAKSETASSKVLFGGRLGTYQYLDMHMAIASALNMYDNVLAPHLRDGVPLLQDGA
PfHsp40 rescue: rescue of yeast from PfHsp40 toxicity, primary screen, S. cerevisiae, ATP luminescence | growth rescue, % at 12.5 µM | 0.68% of 340,000 active | S. cerevisiae expressing PfHsp40, growth rescue | AID 504582, 2011; in the data active means growth rescue above about 28%, passing the limit was not always enough; inconclusive means no clear call, values can overlap the other calls;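 further: yeast W303a lacking pdr1 and pdr3 grown in galactose medium; growth measured after three days at 30 °C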
BoNT-A LC inh2: BoNT/A light chain protease inhibitors, primary screen, biochemical, flow cytometry, MLPCN library. inhibition, % at 10 µM. Botulinum neurotoxin type A light chain protease (Clostridium botulinum A str. ATCC 3502). multiplex microsphere protease substrate cleavage. AID 588499, 2011. 0.17% of 360,000 active; further: plate controls were buffer without enzyme for full effect and enzyme alone for no effect
Anthrax LF prot: Bacillus anthracis LF protease inhibitors, primary screen, biochemical, multiplex microsphere, MLPCN library; 0.12% of 360,000 active; AID 588501, 2011; inhibition, % at 10 µM; multiplex microsphere protease cleavage assay; further: plate controls were buffer without enzyme for full effect and enzyme alone for no effect
BoNT F protease: BoNT/F light chain protease inhibitors, primary screen, biochemical, flow cytometry, MLPCN library; Botulinum neurotoxin type F light chain protease (Clostridium botulinum); Multiplex microsphere protease cleavage assay; inhibition, % at 10 µM; 0.22% of 360,000 active; AID 588497, 2011; in the data active means inhibition above about 35%, passing the limit was not always enough; inconclusive means no clear call, values can overlap the other calls; further: plate controls were buffer without enzyme for full effect and enzyme alone for no effect
Mtb FBA inh: Mtb FBA enzyme inhibitors, primary screen, biochemical, fluorescence, strain H37Rv. Fructose-bisphosphate aldolase (Mycobacterium tuberculosis (strain ATCC 25618 / H37Rv)), …. purified M. tuberculosis FBA, fluorescence read-out. inhibition, % at 1 µM. 2.3% of 360,000 active. AID 588726, 2011; in the data active means inhibition above about 27%;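 further: 0% = vehicle and 100% = reference inhibitor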
Target sequence (P9WQA3 whole entry, looked up): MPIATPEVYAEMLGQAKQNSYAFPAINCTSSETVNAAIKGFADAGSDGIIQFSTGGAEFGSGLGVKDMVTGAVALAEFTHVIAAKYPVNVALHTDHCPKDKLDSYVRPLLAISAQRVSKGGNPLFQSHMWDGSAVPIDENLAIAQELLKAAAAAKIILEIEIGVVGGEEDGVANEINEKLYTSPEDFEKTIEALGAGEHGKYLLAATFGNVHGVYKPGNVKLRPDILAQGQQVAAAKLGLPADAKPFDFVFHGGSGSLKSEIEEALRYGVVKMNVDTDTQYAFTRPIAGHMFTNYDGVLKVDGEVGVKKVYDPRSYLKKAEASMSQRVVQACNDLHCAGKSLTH
GDH-TPI counter: GDH-TPI coupling enzyme inhibitors, primary screen, artefact control for M. tuberculosis FBA inhibitor project, biochemical, absorbance, full deck | GDH-TPI coupled enzyme counterscreen, NADH absorbance | inhibition, % at 4.8 µM | 1.2% of 360,000 active; in the data active means inhibition above about 30%;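 further: 0% = DMSO wells and 100% = wells lacking the enzyme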
Mtb BioA inh: M. tuberculosis BioA enzyme inhibitors, primary screen, biochemical, plate reader, single point, HTS; AID 602481, 2012; 7,8-diaminopelargonic acid synthase BioA (Mycobacterium tuberculosis); purified M. tuberculosis BioA enzyme; inhibition, % at 9.99 µM; 0.096% of 360,000 active; in the data active means inhibition above about 40%; inconclusive means no clear call, values can overlap the other calls
Numbers without * were called inactive; u = inconclusive; x = not tested or not shown. Unless noted, no stated cut-off is given here; in the data, active means inhibition above about 30%; inconclusive means no clear call, values can overlap the other calls; inactive means below that.

SMILES	FadD28 FP inh	Mtb UGM inh	PfHsp40 rescue	BoNT-A LC inh2	Anthrax LF prot	BoNT F protease	Mtb FBA inh	GDH-TPI counter	Mtb BioA inh
O=C1C2CC=CCC2C(=O)N1Cc1ccccc1Cl (configuration not stated)	-1.5	0.0	-0.3	0.1	0	5	-7	0	-1.8
CCOc1ccc2nc(C(=O)N3CCCC(C)C3)sc2c1 (configuration not stated)	-1.2	3.1	-0.1	0.6	2	-10	0	16	x
O=C(c1cnccn1)N1CCN(c2ccccc2)CC1	-2.0	0.7	0.5	0.0	-1	-2	-2	6	x
Nc1nc2nc(-c3ccc(OCc4ccccc4)cc3)cc(C(F)(F)F)n2n1	-0.8	-3.8	-1.0	0.6	-11	2	36*	13	-3.1
Nc1c(C(=O)c2ccccc2)oc2ccccc12	2.0	2.7	1.2	-1.0	-2	7	0	8	2.1
C=C1CCN([C@@H](Cc2ccccc2)C(=O)O)S(=O)(=O)c2ccccc21	-2.3	2.1	-2.2	-2.7	-10	-41	-4	-3	-0.3
CCN(CC)C(=O)C1CCN(S(=O)(=O)c2ccc3c(c2)CCCN3C(=O)C2CCC2)CC1	-0.9	-0.6	0.5	0.0	-4	-2	0	-4	1.1
C=CCNC(=O)c1oc2ccc(S(=O)(=O)N(CC)CC)cc2c1C	-1.3	-3.2	-0.5	-4.0	-2	-5	3	1	0.4
CCn1cc(-c2n[nH]c(=S)n2-c2ccc(C)cc2Br)c(=O)c2ccc(C)nc21	-1.5	-0.2	-0.4	x	x	x	0	8	-1.1
O=C(O)c1ccccc1NS(=O)(=O)c1cccc(-n2sc3ccccc3c2=O)c1	1.0	1.9	407*	5.9	2	8	3	11	0.6
CSc1cccc(NC(=S)N2CCC(N(C)C3CCCCC3)CC2)c1	-2.7	-1.4	-1.7	0.4	4	-3	2	14	1.7
O=C(Nc1ccc(Cl)cc1)Nc1nccs1	-4.9	-1.5	2.4	-0.4	1	6	-4	2	0.3
COc1ccc(CN2CCNC(=O)C2CC(=O)N(C)C2CCCCC2)cc1OC (configuration not stated)	-2.5	x	x	-0.1	3	-14	-3	7	-0.5
N#Cc1ccc(CN2CCN(C(=O)Cn3nc(C(N)=O)c4ccccc4c3=O)CC2)cc1	-0.3	4.1	0.3	-0.8	10	-2	1	5	3.5
CCOC(=O)C1=C(CC)OC(N)=C(C#N)C1c1ccc(NC(C)=O)cc1 (configuration not stated)	-0.9	1.9	-0.1	-0.3	0	-1	9	10	x
O=C(CSc1nnc(Cc2cccs2)n1C1CCCCC1)N1CCN(C(=O)c2ccco2)CC1	0.2	3.4	-1.3	1.4	0	5	1	8	0.2
CCOC(=O)[C@H]1[C@H]2COc3ccc(C)cc3[C@@H]2N2C(=O)c3cc(F)c(F)cc3NC(=O)[C@@]12C	-3.7	-0.6	1.6	0.8	1	5	4	3	-0.5
CCN(CC)CCOCCOC(=O)C1(c2ccccc2)CCCC1	-3.7	0.0	0.2	-0.3	-10	5	4	-7	0.6
COc1ccc(CNC(=O)c2cc(=O)c3ccccc3o2)cc1	-2.2	2.5	0.1	-1.6	-9	-1	0	7	1.7
NC(=O)N/N=C/C=C/c1ccc(F)cc1	-1.2	-3.2	2.4	1.8	20	16	4	4	-0.6
COc1ccc(N(CC(=O)N2CCc3ccccc3C2)S(C)(=O)=O)cc1Cl	-2.7	0.8	2.6	0.4	-6	-12	-2	2	1.4
COc1ccc2c(c1)sc(=N)n2C	-0.7	2.3	-0.9	1.4	3	9	2	12	-1.1
CCOc1cc2c(cc1OCC)C(C(=O)O)C(c1ccc(OC)c(O)c1)N(C)C2=O (configuration not stated)	-2.9	-0.1	-1.8	0.7	-2	9	-1	0	-1.2
Cc1noc(C)c1C(=O)N1CCC1(C)C(=O)NS(=O)(=O)c1ccc(F)cc1F (configuration not stated)	0.3	x	x	0.0	-9	0	4	7	0.5
FC(F)(F)c1ccc(NC(=S)NC2CCCCC2)cc1	-5.8	1.6	u	-0.3	6	4	-2	-5	0.8

The closing 4 entries of the part above are carried over, then new ones follow:
SMILES	FadD28 FP inh	Mtb UGM inh	PfHsp40 rescue	BoNT-A LC inh2	Anthrax LF prot	BoNT F protease	Mtb FBA inh	GDH-TPI counter	Mtb BioA inh
COc1ccc2c(c1)sc(=N)n2C	-0.7	2.3	-0.9	1.4	3	9	2	12	-1.1
CCOc1cc2c(cc1OCC)C(C(=O)O)C(c1ccc(OC)c(O)c1)N(C)C2=O (configuration not stated)	-2.9	-0.1	-1.8	0.7	-2	9	-1	0	-1.2
Cc1noc(C)c1C(=O)N1CCC1(C)C(=O)NS(=O)(=O)c1ccc(F)cc1F (configuration not stated)	0.3	x	x	0.0	-9	0	4	7	0.5
FC(F)(F)c1ccc(NC(=S)NC2CCCCC2)cc1	-5.8	1.6	u	-0.3	6	4	-2	-5	0.8
COc1ccc(NC(=O)COc2ccc(Br)cc2)c(OC)c1	-0.4	-1.4	-0.2	0.9	2	u	1	-3	1.4
CC1=C(C(=O)OCc2ccccc2)C(c2cccs2)NC(=O)N1CCCC(=O)O (configuration not stated)	-1.7	-2.0	-0.8	-1.0	-4	-7	-1	5	-1.1
COc1ccc(C(=O)NNC(=O)CSc2nnc(-c3cccnc3)o2)cc1	-5.9	1.6	-0.7	-0.1	2	-1	-4	-1	x
CN(C(=O)Cn1nc(C(=O)O)c2ccccc2c1=O)C1CCCCC1	-1.6	0.1	-0.9	-0.1	-2	-8	0	-3	1.9
CCOC(=O)c1ccc(N=C2SC(C(=O)NC)CC(=O)N2Cc2ccc(F)cc2)cc1 (configuration not stated)	-4.7	-0.5	0.3	0.2	0	5	-4	-4	-0.8
O=C(CSc1ccc(Cl)cc1)NNC(=O)c1ccco1	-2.1	6.5	0.0	0.0	-2	5	3	-6	-2.0
COc1ccc(N2CC(C)Cn3c2nc2c3c(=O)n(CCN3CCOCC3)c(=O)n2C)cc1 (configuration not stated)	-3.3	-0.9	0.1	0.5	4	3	2	-8	7.0
O=C(CNC(=O)C1CCCCC1)Nc1ccc(Cl)cc1	1.0	-0.3	0.2	-0.1	1	-9	-1	4	-1.5
O=C(NCC(=O)N1CCN(c2ncccn2)CC1)c1ccccc1F	-2.5	1.3	0.9	-0.4	9	-9	2	12	0.1
COc1ccc(CNC(=O)c2sc(=O)n(Cc3ccc(C)cc3)c2C)cc1	-8.3	x	x	-1.0	-17	-9	1	15	1.0
CCN(CC)C(=O)Cn1cc(C(=O)C(=O)NCCc2c[nH]c3ccccc23)c2ccccc21	0.5	-1.5	4.0	-3.0	-1	-10	-4	7	0.0
Cc1cc(=O)[nH]c(SCC(=O)NCc2ccc3c(c2)OCO3)n1	-0.8	4.5	-1.5	-3.2	3	-4	4	3	x
O=C(Nc1nnc(C2=COCCO2)o1)c1cccc([N+](=O)[O-])c1	-0.4	-0.8	1.3	-0.9	-2	8	-1	0	-3.0
Cc1cc(=O)[nH]c(SCC(=O)NCCOc2ccccc2)n1	-3.7	1.7	-2.2	0.5	-2	-1	0	10	-1.9
CCCCCCCCOC(=O)CCn1[nH]c(=O)c2ccccc2c1=O	2.2	2.0	200*	-0.3	-2	4	5	5	-1.5
O=C(NCc1ccccc1)N1CCN(c2ccc(Cl)c(Cl)c2)CC1	-1.1	-0.3	-1.1	0.6	-1	-2	-3	6	-1.3
CCOC(=O)c1c(Cc2cccc(Cl)c2)c[nH]c1C	-2.0	-0.1	-1.1	-1.2	-1	4	0	1	x
CCOc1ccc(C2(C#N)CC[N+](C)(C)CC2)cc1	0.6	4.0	-0.2	-1.3	0	-2	-2	-3	-3.6
CCN(CC)c1nc2n(c(=O)n1)CCO2	u	-0.2	-0.4	0.7	0	9	-6	6	-2.4
CCOCc1c(C(=O)OCC(=O)Nc2ccc(C)c(S(=O)(=O)N(C)C)c2)oc2ccccc12	-0.9	-0.2	0.7	-0.3	0	-6	2	5	x
COCCCn1c(Cc2csc(Nc3cccc(Cl)c3)n2)nnc1SCC(=O)OC	0.8	-1.8	0.4	-0.4	-5	-1	6	-3	7.1
Cc1cccc(-c2nc(NCCCN(C)C)c3ccccc3n2)c1	-0.5	0.2	-0.6	-10	-13	u	-2	-8	2.2
Cc1ccc(N(CC(=O)Nc2ccc3c(c2)OCCO3)S(=O)(=O)c2c(C)noc2C)cc1	-2.9	0.9	1.9	-0.6	-4	-19	7	4	-0.7
COc1cc(CC(=O)OCC(=O)N2CCCCC2C)cc(OC)c1OC (configuration not stated)	-3.8	0.3	-1.1	0.2	14	7	-4	4	-1.0
Cc1nn(C)c(C)c1S(=O)(=O)N1CCC(CO)(CC2CCCCO2)CC1 (configuration not stated)	-1.7	0.8	1.4	-0.3	-4	2	-10	-6	1.0
SMILES	FadD28 FP inh	Mtb UGM inh	PfHsp40 rescue	BoNT-A LC inh2	Anthrax LF prot	BoNT F protease	Mtb FBA inh	GDH-TPI counter	Mtb BioA inh
COc1ccc(CC(=S)N2CCOCC2)cc1OC	-3.2	-1.7	-1.4	0.2	0	-2	-11	-14	1.7
COc1ccc(C(=O)N2CCN(C(=O)C3COc4ccccc4O3)CC2)cc1 (configuration not stated)	-0.2	1.2	-0.7	2.3	-1	-6	-2	2	1.5
CCOCCOC(=O)c1ccc(NC(=O)c2cc(OC)c(OC)c(OC)c2Br)cc1	2.9	x	1.7	0.6	-2	-4	1	3	1.3
C=C1CCN([C@@H](CC(C)C)C(=O)NCc2cc(OC)c(OC)c(OC)c2)S(=O)(=O)c2ccccc21	-3.9	-1.6	0.1	-0.4	-4	-6	-4	-6	0.0
COc1ccccc1NC(=O)CN1CCN(CC(=O)Nc2ccccc2Cl)CC1	-2.4	1.8	-2.3	-2.0	-16	-16	1	-2	0.5
COc1ccc(OC)c(N/C(=N/c2nc(C)cc(C)n2)NC(C)=O)c1	-4.6	1.2	-0.5	u	2	u	8	-8	x
N#Cc1nc(-c2ccc(F)cc2)oc1NCc1cccc2c1OCO2	-0.6	-1.3	0.6	-0.8	-3	-7	12	4	-0.2
CC(C)(C)N1C(=O)[C@H]2[C@@H](c3ccc(Br)cc3)N3C(=O)N(c4cccc(F)c4)C(=O)[C@@]3(Cc3ccccc3)[C@H]2C1=O	-2.6	-4.3	-0.4	-0.4	-10	8	3	3	0.0
CC1Sc2ccc(S(=O)(=O)CCC(=O)NC(C)c3ccccc3)cc2NC1=O (configuration not stated)	0.7	0.4	-0.8	1.0	2	1	0	8	10.0
Cc1nc2c(sc3nc(N4CCOCC4)c4c(c32)CC(C)(C)OC4)c(-c2ccccc2)c1C(=O)O	-1.8	-0.8	0.3	0.8	-2	-7	5	8	x
CC1CCCN(CC(O)COc2ccc(S(=O)(=O)N3CCCC3)cc2[N+](=O)[O-])C1 (configuration not stated)	-2.2	-1.0	0.9	-0.5	-17	-6	6	11	-1.3
O=C(NCc1cccnc1)/C(=C/c1ccco1)NC(=O)c1ccccc1	-3.2	-2.0	-0.8	0.3	0	13	2	21	1.5
Cc1ccc(Nc2c(-c3ccc(N4CCOCC4)cc3)nc3ncccn23)cc1C	-0.6	-0.4	0.2	-0.3	-4	-9	1	7	-2.2
CCc1c(C#N)c(SCCC(=O)Nc2ccc(F)cc2)nc2c1C(=O)CC(C)(C)C2	-4.8	0.9	6.5	0.2	-2	-6	-2	3	-0.6
